TAG inh = inhibitors of triacylglycerol accumulation; AID 651582; inhibition, % at 12.5 µM; 230,000 tested, 0.66% active; H9c2 cells, Nile Red lipid (TAG) fluorescence; cells loaded with 200 µM oleic acid;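 active = pattern-corrected inhibition of lipid staining of at least 50% with the nuclear-stain viability signal not falling by more than 50%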;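 also: 0% = DMSO wells and 100% = triacsin C control wells; some results filed as inactive read as strong as hits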
TAG inh DAPI viability = also measured in TAG inh; calls as there; DAPI nuclei signal change (viability), lower = more cytotoxic, %;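 whole-well DAPI fluorescence read on a plate reader as a viability signal; minus 50 percent equals half of cells still viable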
* = called active by the depositor; & = joins results of further samples.

Compound	TAG inh	TAG inh DAPI viability
COc1ccc(CNC(=O)C(c2cccs2)N(Cc2ccco2)C(=O)Cc2cccs2)cc1 (configuration not stated)	7.3	-6.5
O=C(CSc1nnc(CNC(=O)c2c(F)cccc2F)o1)NCc1ccccc1Cl	3.6	-6.5
COc1ccc(NC2(c3ccccc3)OC(=O)c3ccccc32)cc1 (configuration not stated)	-16.9	9.2
Cc1nc(CNC(=O)c2ccccc2OC2CCN(S(C)(=O)=O)CC2)cs1	15.9	-9.8
CC1CCN(S(=O)(=O)c2nnc(NC(=O)c3cccc(Cl)c3)s2)CC1	-4.9	0.4
Cn1c(N)c(C(=O)CSc2nn(-c3ccc(F)cc3)c(=S)s2)c(=O)n(C)c1=O	2.4	1.6
CCN1CCN(c2ccc(S(=O)(=O)N3CCCCC3)cc2NC(=O)Cc2c(Cl)cccc2Cl)CC1	6.9	-5.4
O=C(NC1CCCc2ccccc21)c1ccccc1 (configuration not stated)	-2.4	3.4
Cc1c(Cl)cccc1NC(=S)Nc1ccccn1	3.5	3.9
CN(C)CCN=Cc1c(O)n(Cc2ccc3c(c2)OCO3)c(=O)c2ccccc12	10.3	7.6
c1cc2c(c(CC3CO3)c1CC1CO1)OCCOCCOCCOCCO2 (configuration not stated)	9.7	-31.0
O=C(c1cc(-c2cccc(O)c2)on1)N1CCc2ccccc2C1	-10.7	-3.1
CCOc1ccc(NC(=O)CSc2nccn(-c3ccc4c(c3)OCCO4)c2=O)cc1	-3.3	5.8
CCc1ccccc1NC(=O)/C(=C/c1ccco1)c1ccccc1	-19.8	6.4
Cc1ccc2c(C)ccc(O)c2n1	5.6	6.0
CCOC(=O)c1sc2ncnc(Nc3cccc(C(=O)O)c3)c2c1C	-11.8	2.0
CC1(C)CC(=O)C(C(C2=C(O)CC(C)(C)CC2=O)c2cccnc2)C(=O)C1 (configuration not stated)	-0.7	-4.5
COc1cc(C(C[N+](=O)[O-])c2c(-c3ccccc3)cc3ccccn23)cc(OC)c1OC (configuration not stated)	-14.9	-7.9
COc1cc(COCC(O)CN2CCN(Cc3ccccc3)CC2)cc(OC)c1OC (configuration not stated)	14.1	-3.5
Oc1ccccc1-c1ccn[nH]1	-3.0	-2.1
Cc1nnc(NC(=O)CSc2nc3c(c(=O)n2C)SC(C)C3)s1 (configuration not stated)	-11.0	4.8
COc1cccc(/C=C2\Sc3ccc(C(=O)NCc4cccnc4)cc3N(C)C2=O)c1	9.6	-6.2
COc1cccc(/C=N/NC(=O)c2cccc([N+](=O)[O-])c2)c1OS(=O)(=O)c1ccccc1	-4.9	9.2
CC(=O)SC1CC(=O)N(c2c(C)cccc2C)C1=O (configuration not stated)	10.1	-0.1
CCOC(=O)C1(Cc2ccccc2)CCN(Cc2cccn2-c2cccnc2)CC1	-5.2	5.0
CC(C)(C)CN1CCC(n2nccc2NC(=O)c2ccccc2Cl)CC1	0.5	2.0
COc1ccc(CCNC(=O)C(NC(=O)OCc2ccccc2)C(C)C)cc1OC (configuration not stated)	-2.0	-0.4
COC(=O)c1ccc(COC(=O)CNC(=O)c2ccc(-c3ccccc3)cc2)cc1	4.9	3.3
CC1(c2ccccc2)NC(=O)N(CC(=O)Nc2cc3c(cc2Br)OCCO3)C1=O (configuration not stated)	-4.4	-1.1
CC(C)(C)NC(=O)C(c1ccc(-c2ccccc2)cc1)N(C[C@H]1CC[C@@H]([C@@H]2CC[C@H](CO)O2)O1)C(=O)c1cccc(Cl)c1 (some centres not stated)	34.2	-9.2
Cc1ccc(CONC(=O)c2cccc(C)c2)cc1	-7.4	5.1
CCN(CC)CCOC(=O)c1ccc(N/C=C(/C#N)c2nc(-c3ccc(OC)c(OC)c3)cs2)cc1	61.1*	18.1*
Cc1ccc2c(c1)c1nnc(SCC(=O)Nc3ccccc3C(F)(F)F)nc1n2CC(=O)O	6.4	-9.4
O=C(Cn1cc([N+](=O)[O-])ccc1=O)NC1CCCCC1	-4.2	-4.9
CCOC(=O)N1CCC(NC(=O)CS(=O)(=O)Cc2nc(-c3ccc(C)cc3)oc2C)CC1	-19.2	-2.3
Cc1ccc(C)c(OCC(=O)NCC2COc3ccccc3O2)c1 (configuration not stated)	8.3	5.6
CC1CN(CCCOc2ccc([N+](=O)[O-])cc2)CC(C)O1 (configuration not stated)	3.3	-9.6
COc1ccc(Nc2nc3c([nH]2)c(=O)[nH]c(=O)n3C)cc1	7.8	5.2
Cc1nc(SCC(N)=O)c(C#N)c(C)c1C	1.1	1.1
S=C(NCCN1CCOCC1)Nc1ccc(Nc2ccccc2)cc1	15.8	-6.6
Cc1cccc(NC(=O)CSC(N)=O)c1C	-1.4	-1.8
CCOC(=O)C1CCN(CCC(=O)Nc2ccc(F)cc2)CC1	-13.2	0.8
CC(=O)N1CCN=C1SCc1ccc(C)cc1	-2.0	10.5
O=C(COc1cccc2cccnc12)Nc1nccs1	-4.7	7.3
O=C(COC(=O)Cc1ccc(Br)cc1)NCC1CCCCC1	10.0	1.0
Cc1ccc2c(c1)N(C(=O)CCC(=O)N1CCOCC1)CCO2	-10.9	6.3
COc1ccc2nc(C3CCCCC3)nc(C3CCCCC3)c2c1	6.7	10.0
CCC1(CC)NC(=O)N(CC(=O)OCC(=O)Nc2ncc(Cl)cc2Cl)C1=O	2.4	8.7
CCC(=O)N1CC2(C)CN(C(=O)CC)CC(C)(C1)C2	0.0	3.7
CC1CCCC(C)N1C(=O)COC(=O)CCC(=O)c1cccs1 (configuration not stated)	2.8	-9.3
CC(=O)NCC(=O)NC1CCCc2c1cnn2-c1ccc(C(C)(C)C)cc1 (configuration not stated)	-11.9	-2.5
CCNC(=O)N(CC)C[C@H]1N[C@@](Cc2ccccc2)(C(=O)OC)[C@H]2C(=O)N(C)C(=O)[C@@H]12	1.4	5.1
CCOc1cc(CNn2c(C)nnc2SCC(=O)NC(C)(C)C)ccc1OCC(=O)NC(C)(C)C	-1.9	-12.1
Oc1ccc(-c2csc(Nc3ccccn3)n2)cc1	12.2	-4.2
COc1ccccc1N1CCN(/N=C/c2cccc(Cl)c2)CC1	7.8	1.7
Nc1ccc(N2CCOCC2)cc1C(F)(F)F	-9.9	3.1
Cc1cc(=O)n2c(sc3ccccc32)c1C#N	4.3	2.8
COc1cccc(NC(=O)COc2cccc(-n3cnnn3)c2)c1	-23.6	0.5
CCOc1ccc(OCCC(=O)NNC(=O)c2ccccc2Cl)cc1	3.9	-0.1
Cc1ccccc1-c1nc(Cc2ccc(Cl)cc2)no1	-32.7	5.8

Further results.
Compound	TAG inh	TAG inh DAPI viability
CC1=CC(=O)C(C(C)C)=C/C1=N/OS(=O)(=O)c1ccccc1	98.4	-76.1
Cc1ccc(S(=O)(=O)N2[C@@H](c3ccc(F)cc3)C(C(=O)O)=CC[C@H]2c2cccs2)cc1	13.4	1.7
Cc1ccnc(N2C(=O)C3C4CC(C(Br)C4Br)C3C2=O)c1 (configuration not stated)	-2.5	-6.2
O=[N+]([O-])c1cccc(-c2cnc3ccccc3n2)c1	-10.5	8.2
O=C(COC(=O)c1cc(S(=O)(=O)N2CCCCC2)ccc1Cl)NCc1ccco1	-3.8	-8.4
COc1ccc(C(=O)N/C(N)=N/c2nc3ccccc3o2)cc1	16.3	-1.9
c1cc(C2CCN(Cc3nc(-c4ccc5c(c4)OCO5)no3)CC2)ccn1	-6.8	2.9
CCC(C)[C@H]1COCCS(=O)(=O)N1Cc1ccccc1 (some centres not stated)	-8.9	1.4
Cc1c(O)ccc(/C(Cc2ccc3ccccc3n2)=N\O)c1O	-12.1	1.2
CC(C)Oc1ccc(/C=N/NC(=O)C(CSCc2ccccc2)NC(=O)c2ccc([N+](=O)[O-])cc2)cc1 (configuration not stated)	53.8*	-30.8*
Cc1oc(-c2ccccc2F)nc1CS(=O)(=O)CC(=O)NCCCN1CCc2ccccc2C1	8.9	0.8
CN(C)CCCN(C(=O)c1ccc(S(=O)(=O)N2CCCCCC2)cc1)c1nc2c(F)cc(F)cc2s1	13.6	-6.9
CCOc1ccc(S(=O)(=O)N2CCN=C2c2ccccc2)c(C)c1C	-29.6	8.8
O=C(NCc1ccc(F)cc1)N1[C@H]2CC[C@@H]1C=C(c1ccc(F)cc1OCc1ccccc1)C2	12.1	-8.6
O=S(=O)(c1ccccc1)N1CCN(C(=S)NCCc2ccccc2)CC1	-12.9	5.9

The listing continues.
Results follow in this order: TAG inh | TAG inh DAPI viability
> C[C@H](CO)N1C[C@H](C)[C@@H](CN(C)S(C)(=O)=O)Oc2c(NC(=O)C3CC3)cccc2C1=O
→ 29.3 | -3.4
> O=C1c2cccc3cccc(c23)C(=O)N1Nc1ccccc1
→ 2.1 | 0.9
> CCCNC(=O)c1ccc(N2CCC3(CC2)CC(c2cccc(Br)c2)=NO3)c(NC(=O)c2cccc(C)c2)c1
→ 13.4 | 8.1
> CC(OC(=O)/C(C#N)=C/c1ccco1)C(=O)N(C)c1ccccc1 (configuration not stated)
→ -3.8 | 4.1
> CN(C(=O)CSc1nc(N)cc(=O)[nH]1)C1CCCCC1
→ 1.3 | 2.9
> Nc1ncnc2c1ncn2[C@@H]1O[C@H](CNCc2ccc(OCC(=O)Nc3ccccn3)cc2)[C@@H](O)[C@H]1O
→ 0.5 | -6.3
> OCC[C@H]1C[C@@H](O)[C@H](O)[C@@]2(Cc3ccccc3O2)O1
→ 14.3 | 3.2
> CCC(C)(NC(=O)c1ccc(=O)[nH]c1)C(=O)NC1CCCC1 (configuration not stated)
→ 2.8 | 3.6
> COc1ccc(NC(=O)Nc2cccc3c2O[C@H](CN(C)S(=O)(=O)c2cn(C)cn2)[C@@H](C)CN([C@H](C)CO)C3=O)cc1
→ -4.2 | 4.1
> COc1ccc(C(=O)NCc2nnc(SCCOc3ccccc3)n2C)cc1
→ 6.3 | 0.9
> CC1CCCC(C)N1CCOc1cc(N)ccc1C#N (configuration not stated)
→ -4.2 | 7.5
> Cc1ccc(C)n1-c1nn(S(=O)(=O)c2cccc(C(F)(F)F)c2)c2cccc(F)c12
→ 4.1 | -0.6
> CC1(c2cccc(Br)c2)NC(=O)N(CC(=O)c2ccc3c(c2)OCCO3)C1=O (configuration not stated)
→ 7.6 | -7.5
> CN(C)C(CNS(=O)(=O)c1cc([N+](=O)[O-])ccc1Cl)c1ccco1 (configuration not stated)
→ 10.9 | 3.3
> CC(=O)N1CCN(c2ccc(NC(=O)c3ccccc3C)cc2)CC1
→ 4.6 | -1.8
> Fc1ccccc1-n1cn[nH]c1=S
→ 4.3 | 4.9
> CCOC(=O)c1sc(NC(=O)c2cccnc2)nc1C
→ 7.0 | -1.9
> COC(=O)c1ccccc1NC(=O)COC(=O)/C=C/c1cccs1
→ -9.3 | 6.7
> O=C(c1ccc2c(c1)C(=O)N(Cc1ccncc1)C2=O)N1CCN(S(=O)(=O)c2ccc(OC(F)(F)F)cc2)CC1
→ -11.7 | -5.7
> O=C1C(=C(c2ccccc2)N2CCOCC2)Cc2ccccc21
→ 84.0 | -85.0
> CCCCOC(=O)c1ccc(N=Nc2c(C)c(C#N)c(O)[nH]c2=O)cc1
→ 10.6 | 12.1
> Cc1[nH]nc(N=CC2=C(O)CC(C)(C)CC2=O)c1-c1ccccc1
→ 11.2&5.6 | -9.9&-4.3
> Cc1occc1-c1nnc(SCC(=O)Nc2ccccc2)n1C(C)c1ccccc1 (configuration not stated)
→ 25.9 | -6.0
> O=C1NC(=O)/C(=C\c2ccc(OCc3cccc(C(=O)O)c3)c(Cl)c2)N1
→ -18.0 | 9.2
> CCc1cccc2c1Sc1ccccc1CC2N1CCNCC1 (configuration not stated)
→ 67.4* | -29.4*
> Cc1cc(C)nc(NC(=O)c2ccc(C)c([N+](=O)[O-])c2)n1
→ -3.5 | -2.5
> C[C@@H]1O[C@@H](OCCC(=O)O)[C@H](O)C[C@H]1O
→ 16.8 | 0.2
> Cc1cccc(N(Cc2ccccc2)C(=O)c2cc(S(=O)(=O)N3CCOCC3)ccc2F)c1
→ 5.3 | 0.0
> C=CCSc1nncn1/N=C/c1ccc(OC)cc1
→ 1.6 | 2.1
> CCOC(=O)C1(Cc2cccc(OC)c2)CCCN(C(=O)c2cc(CC(C)C)[nH]n2)C1 (configuration not stated)
→ 11.3 | 7.5
> O=C(CCn1c(=O)oc2ccccc21)Nc1ccccc1
→ 6.9 | -0.6
> COC(=O)c1ccc(-n2nnnc2SCc2nn[nH]n2)cc1
→ -3.5 | 18.1
> CCN(C(=O)COC(=O)CCOc1ccc(C(C)(C)C)cc1)c1c(N)n(Cc2ccccc2)c(=O)[nH]c1=O
→ 0.3 | 7.0
> COc1ccc(CN(C)CC(=O)Nc2c(C)cccc2C)c(OC)c1
→ -8.7 | -0.7
> COc1ccc(Cc2nnc(NC(=O)C3CCCO3)s2)cc1 (configuration not stated)
→ -15.3 | 9.1

7 consecutive compounds out of the list so far, quoted:
Results follow in this order: TAG inh | TAG inh DAPI viability
> COc1ccc(CNC(=O)C(c2cccs2)N(Cc2ccco2)C(=O)Cc2cccs2)cc1 (configuration not stated)
→ 7.3 | -6.5
> O=C(CSc1nnc(CNC(=O)c2c(F)cccc2F)o1)NCc1ccccc1Cl
→ 3.6 | -6.5
> COc1ccc(NC2(c3ccccc3)OC(=O)c3ccccc32)cc1 (configuration not stated)
→ -16.9 | 9.2
> Cc1nc(CNC(=O)c2ccccc2OC2CCN(S(C)(=O)=O)CC2)cs1
→ 15.9 | -9.8
> CC1CCN(S(=O)(=O)c2nnc(NC(=O)c3cccc(Cl)c3)s2)CC1
→ -4.9 | 0.4
> Cn1c(N)c(C(=O)CSc2nn(-c3ccc(F)cc3)c(=S)s2)c(=O)n(C)c1=O
→ 2.4 | 1.6
> CCN1CCN(c2ccc(S(=O)(=O)N3CCCCC3)cc2NC(=O)Cc2c(Cl)cccc2Cl)CC1
→ 6.9 | -5.4

Three entries from above, field by field.
O=C1NC(=O)/C(=C\c2ccc(OCc3cccc(C(=O)O)c3)c(Cl)c2)N1
  TAG inh: -18.0	TAG inh DAPI viability: 9.2

CCc1cccc2c1Sc1ccccc1CC2N1CCNCC1 (configuration not stated)
  TAG inh: 67.4*	TAG inh DAPI viability: -29.4*

Cc1cc(C)nc(NC(=O)c2ccc(C)c([N+](=O)[O-])c2)n1
  TAG inh: -3.5	TAG inh DAPI viability: -2.5

These rows are one share of the data; rates above refer to the full screens.
